C8 TRAIL sens: viability loss with TRAIL in NB7+C8 cells, primary screen, TRAIL sensitizer project, cell-based, ATPlite luminescence; inhibition (viability loss, TRAIL sensitization), % at 10 µM; actives 1% (n = 360,000);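 active = compounds causing at least 50% loss of cell viability in the single-dose screen, relative to plate controls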
EBV LMP1 NFkB: EBV LMP1-driven NF-kappaB luciferase reporter inhibitors, primary screen, cell-based, luminescence, single point; actives 0.69% (n = 350,000); inhibition, % at 12.5 µM; LMP1-induced NF-kappaB luciferase reporter cells; in the data active = inhibition above about 41%;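 also: 0% = neutral control wells and 100% = reference inhibitor control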
SRC2 inh: inhibition of GAL4-SRC2 driven luciferase reporter, primary screen, SRC2 inhibitor project, cell-based, luminescence; actives 0.17% (n = 370,000); inhibition, % at 9 µM; AID 651957, 2012; Nuclear receptor coactivator 2 (Homo sapiens), Q15596; HEK293 GAL4-SRC2 luciferase reporter;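 active = inhibition above the mean inhibition of all tested compounds plus 3 SD, set per campaign, cut at about 52% in these data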;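 also: 0% = DMSO treated cells and 100% = cells given Gossypol at 36 µM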
CF NFkB block: inhibitors of PAF-induced NF-kB signaling, primary screen, cell-based, GFP fluorescence, uHTS. actives 0.86% (n = 360,000). AID 588850, 2011. KKLEB NF-kB-GFP reporter, GFP fluorescence overnight. inhibition, % at 5 µM;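 active = at least 50% inhibition at 5 µM, scaled per plate between neutral and stimulator controls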;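 also: PAF is a Pseudomonas aeruginosa culture filtrate used as stimulus; plate controls were PAF-stimulated DMSO wells for no effect and unstimulated DMSO wells for full effect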
SRC1 inh: SRC1 coactivator transcriptional activity inhibitors, primary screen, cell-based, luminescence | inhibition, % at 3.6 µM | actives 0.12% (n = 360,000) | AID 588354, 2011 | Nuclear receptor coactivator 1 (Homo sapiens), Q15788 | HEK293 GAL4-SRC1 luciferase reporter;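 active = inhibition above the campaign mean plus 3 SD, with each screening campaign given its own cutoff, cut at about 60% in these data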;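 also: 0% = DMSO treated cells and 100% = gossypol at 36 µM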
TWEAK-Fn14 inh: inhibitors of TWEAK-Fn14 signaling, primary screen, luciferase reporter cells, uHTS; TWEAK-stimulated Fn14 reporter cells, luciferase luminescence, 8 h; inhibition, % at 10 µM; actives 2% (n = 360,000); AID 1159606, 2016; in the data active = inhibition above about 50%
TROY signal inh: inhibitors of TROY-driven NF-kB signaling, primary screen, Q293 LMP1-TROYcd cells, NF-kB luciferase, uHTS; inhibition, % at 10 µM; actives 0.98% (n = 360,000); Q293 LMP1-TROYcd NF-kB luciferase reporter, 4 h;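 active = compounds whose plate-normalised and pattern-corrected inhibition of the luciferase reporter signal at the single screening dose is 50% or more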
NR2F2 inh: NR2F2 transcriptional activity inhibitors, primary screen, cell-based, luciferase reporter, HEK293T, luminescence; HEK293T NGFI-A luciferase reporter; inhibition, % at 8.6 µM; actives 0.7% (n = 370,000); AID 686940, 2013;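 active = inhibition above a per-plate cutoff, mean inhibition of test wells between control levels plus 3 SD, cut at about 38% in these data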;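 also: cells cotransfected with COUP-TFII expression vector driving the NGFI-A reporter; 0% = median of COUP-TF2 test wells and 100% = reporter-only cells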
Target sequence (P24468 whole entry, looked up): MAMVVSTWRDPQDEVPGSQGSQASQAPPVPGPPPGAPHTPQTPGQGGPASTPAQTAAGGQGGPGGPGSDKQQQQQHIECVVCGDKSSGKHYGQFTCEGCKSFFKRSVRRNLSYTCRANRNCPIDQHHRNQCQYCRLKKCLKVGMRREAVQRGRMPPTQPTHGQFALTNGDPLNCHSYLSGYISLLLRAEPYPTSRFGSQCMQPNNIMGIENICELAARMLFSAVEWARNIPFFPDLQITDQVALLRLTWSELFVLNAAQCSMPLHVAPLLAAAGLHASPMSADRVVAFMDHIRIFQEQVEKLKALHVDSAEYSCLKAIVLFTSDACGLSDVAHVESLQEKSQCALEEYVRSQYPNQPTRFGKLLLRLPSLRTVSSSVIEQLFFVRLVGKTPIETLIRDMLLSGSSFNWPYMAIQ
NR5A2 inv ag: LRH-1 (NR5A2) inverse agonists, primary screen, cell-based, luminescence, HEK293T, StAR-luciferase reporter. Nuclear receptor subfamily 5 group A member 2 (Homo sapiens), O00482. LRH-1 transfected, 24 h. inhibition, % at 3.6 µM. actives 0.13% (n = 360,000). AID 602396, 2012;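 active = inhibition above the mean inhibition of all tested compounds plus 3 SD, cut at about 73% in these data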;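 also: 0% = DMSO wells and 100% = reporter-only cells lacking LRH-1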
Target sequence (O00482 whole entry, looked up): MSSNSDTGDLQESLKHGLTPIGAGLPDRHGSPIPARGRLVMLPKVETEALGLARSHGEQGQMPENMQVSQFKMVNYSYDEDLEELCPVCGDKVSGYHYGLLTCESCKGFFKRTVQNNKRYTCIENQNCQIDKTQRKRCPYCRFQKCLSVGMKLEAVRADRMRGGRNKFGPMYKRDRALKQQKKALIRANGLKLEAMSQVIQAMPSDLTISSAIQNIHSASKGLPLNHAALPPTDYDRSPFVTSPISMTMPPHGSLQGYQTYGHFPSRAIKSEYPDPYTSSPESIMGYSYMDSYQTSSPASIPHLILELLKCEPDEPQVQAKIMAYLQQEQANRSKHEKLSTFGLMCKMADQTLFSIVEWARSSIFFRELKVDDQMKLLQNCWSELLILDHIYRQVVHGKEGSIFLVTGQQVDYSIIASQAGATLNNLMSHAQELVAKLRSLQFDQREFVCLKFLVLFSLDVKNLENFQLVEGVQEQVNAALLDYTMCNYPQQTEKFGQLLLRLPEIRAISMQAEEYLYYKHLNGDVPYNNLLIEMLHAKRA
KKLEB cytotox: cytotoxicity in KKLEB CF airway cells, primary screen, cytotoxicity control for CF NF-kB inhibitor project, cell-based, uHTS, fluorescence assay plates. actives 0.36% (n = 360,000). activity change (cytotoxicity), % at 5 µM. AID 602141, 2011. KKLEB CF airway cells viability, ATPlite luminescence, overnight; active compounds read low; cells stimulated with P. aeruginosa culture filtrate;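 active = corrected activity change at or below -50% at 5 µM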
NCOA3 inh: SRC3 coactivator transcriptional activity inhibitors, primary screen, cell-based, luminescence. Nuclear receptor coactivator 3 (Homo sapiens), Q9Y6Q9. HEK293 GAL4-SRC3 luciferase reporter. inhibition, % at 3.6 µM. actives 0.17% (n = 360,000);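 active = inhibition above a per-campaign cutoff, the mean of all compounds plus 3 SD, cut at about 60% in these data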;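 also: 0% = DMSO-treated cells and 100% = gossypol-treated cells at 36 µM; higher means less SRC3-driven luciferase light from the GAL4 reporter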
An asterisk follows results filed as active; · = not tested or not shown.

SMILES	C8 TRAIL sens	EBV LMP1 NFkB	SRC2 inh	CF NFkB block	SRC1 inh	TWEAK-Fn14 inh	TROY signal inh	NR2F2 inh	NR5A2 inv ag	KKLEB cytotox	NCOA3 inh
CCN(C#N)c1nc(NC(C)C)nc(NC(C)(C)C)n1	-15	1	-10	9	5	-7	5	1	5	-7	19
CN(Cc1cccc(Cl)c1)C(=O)C1CCC(=O)N(C2CC2)C1 (centres undefined)	-5	-1	-5	3	-11	6	4	-25	-2	-10	11
O=C(COc1cccc(Oc2ccccc2)c1)Nc1ncccn1	-8	-6	-9	4	1	-5	3	11	0	-4	4
CCOC(=O)Cc1csc(NC(=O)COc2ccc3c(C)cc(=O)oc3c2)n1	-6	-9	24	10	-20	14	11	-14	-12	-1	16
c1cc2c(cc1CN1CCOCC1)OCO2	-11	-2	-3	8	12	4	-4	-5	7	-2	0
CCn1c(CC(=O)Nc2ccccc2)nnc1SCC(=O)Nc1nncs1	-3	-9	-10	6	-5	24	-5	6	-9	0	-10
C=CCn1c(SCc2c(F)cccc2Cl)nnc1-c1ccco1	7	11	-17	3	-8	-17	-5	-7	-15	-6	3
COc1ccc(C(=O)N2CCc3ccccc32)cc1S(=O)(=O)N1CCOCC1	14	-5	-6	6	-7	4	2	10	11	-17	1
O=Nc1c(O)ccc2cc(S(=O)(=O)O)ccc12	-4	-8	·	14	-4	22	-13	·	6	-5	2
Cn1c(SCC(=O)N2CCN(C(=O)c3ccco3)CC2)nnc1-c1ccc(NS(C)(=O)=O)cc1	1	2	1	-3	-19	4	2	-4	11	-10	18
CCN(CC)C(=O)C1=C(C)N(Cc2ccc(C(C)(C)C)cc2)C(=O)C(CC(=O)NCCN2CCOCC2)C1 (centres undefined)	14	0	8	-7	-4	1	6	-1	7	13	-15
N#Cc1ccc(N2C(=O)[C@@H]3C(C(=O)c4ccc5ccccc5n4)=NN[C@@H]3C2=O)cc1	-5	0	4	-13	-3	1	11	0	15	8	5
O=C1Nc2ccc(S(=O)(=O)NCc3ccccn3)c3cccc1c23	-3	7	22	-11	-18	-4	-25	16	2	8	21
COc1ccc(-n2nnnc2SCC(=O)NC2CC2)cc1	3	0	-7	2	-12	12	-6	-7	-30	0	-17
O=C(NCC(NS(=O)(=O)OCC(Cl)(Cl)Cl)c1ccccc1)C(F)(F)F (centres undefined)	-11	10	9	4	-13	-6	0	6	25	15	-23
CN(C)CCNc1ncnc2c1ncn2[C@H]1CN(Cc2ccncc2)C[C@@H](CO)O1	9	·	-12	-15	10	-14	-9	4	23	-4	-6
CCC(=O)N(Cc1cc(=O)[nH]c2ccccc12)c1ccccc1OC	-5	1	2	19	-13	-5	4	4	-4	2	-13
COc1ccc(C2=NOC(Cn3nc(C(=O)NCc4ccc(C)cc4)cc3-c3ccccc3)C2)cc1 (centres undefined)	18	7	6	-27	-32	40	24	-3	2	-2	16
Cc1cc(C)c(S(=O)(=O)Nc2ncn[nH]2)c(C)c1	-2	2	-11	-14	-9	-2	4	8	1	-4	-11
CC1=C(C(=O)N2CCCCCC2)CC(CC(=O)NCCc2ccccn2)C(=O)N1Cc1ccc(F)cc1 (centres undefined)	-13	·	-7	·	·	6	-6	-13	-10	·	·
CN(Cc1c(C(=O)N(C)Cc2ccccc2)nc2ccccn12)CC1Cc2ccccc2O1 (centres undefined)	10	1	26	0	-34	-5	1	18	5	-4	12
CC(NC(=O)c1cc2cc(Br)ccc2oc1=N)c1ccccc1 (centres undefined)	5	-1	-5	24	12	11	-9	-4	-1	-14	21
O=C(Nc1cccc(Oc2ccccc2)c1)C1Cc2c(-c3ccco3)ccnc2O1 (centres undefined)	-4	·	0	2	-5	2	-4	23	-25	-23	-9
O=C(Nc1ccccc1)OC1CC2CC1C1CCCC21 (centres undefined)	23	-36	-39	-2	-78	-64	-30	-46	-48	5	-85
CCOC(=O)C1CCN(C(=O)COc2cccc3ccccc23)CC1	5	-7	-5	-7	-32	-30	-41	-24	-16	-6	-27
CCN(CC)C(=O)N1CCN(S(=O)(=O)c2ccc(C)cc2)CC1	4	3	-3	6	6	41	-2	2	-15	-13	6
COc1ccc(C(=O)OCCCOC(=O)c2ccc(OC)cc2OC)c(OC)c1	16	10	11	-7	-17	-5	-5	10	1	2	-10
CCOC(=O)[C@]12CCC=C1N(Cc1ccc3c(c1)OCO3)C(=O)[C@H](CC(=O)NCc1ccc(OC)c(OC)c1)C2	-3	·	13	·	·	-11	-4	14	-8	·	·
O=C(Nc1ccncc1)c1cccs1	6	-2	13	27	-3	14	7	8	-2	-8	-2
COc1ccccc1N1CCN(S(=O)(=O)CCNC(=O)C23CC4CC(CC(C4)C2)C3)CC1	19	8	6	-6	-7	22	19	27	2	11	-16
CNC(=O)C(=O)N/N=C/c1ccc(Br)cc1	2	-4	-40	9	-26	-12	-52	-1	-10	-1	-38
O=c1ccc(-c2ccc([N+](=O)[O-])cc2)nn1-c1ccccc1	-4	4	-15	-28	-10	0	-4	-7	17	7	-6
CN(C)c1nc(N)nc(-c2ccco2)n1	5	3	-21	-6	3	3	-7	2	-10	4	0
CCOc1ccc(NC(=O)CN2C(=O)C(C)SC(C)C2=O)cc1 (centres undefined)	-9	-19	-17	-4	-9	-3	10	1	2	0	2
Cc1ccc(CNC(=O)C2CCC(=O)N(Cc3ccccc3F)C2)s1 (centres undefined)	-4	2	-16	12	-10	-17	-38	-6	8	-11	-1
COc1ccc(Cl)cc1NC(=O)CN1CCN(S(=O)(=O)c2ccc(F)cc2)CC1	-16	2	12	12	6	6	3	5	-9	-8	-2
CC(C)c1ccc(NC(=O)C2=CC=CN3CCS(=O)(=O)N=C23)cc1	39	-8	-39	3	-20	-17	-20	-24	-36	-11	-28
Cc1ccc(S(=O)(=O)N2CCC(C(=O)NNS(=O)(=O)c3ccc(Cl)cc3)CC2)cc1	-14	-4	-3	-24	8	2	-3	-16	-1	1	-2
CC(Sc1n[nH]c(N)n1)C(=O)NC1CCCCC1C (centres undefined)	10	0	-22	-21	-1	5	16	3	18	23	18
COCCN(C(=O)c1c(C)noc1C)c1c(N)n(CC(C)C)c(=O)[nH]c1=O	3	5	-10	-2	-13	6	-8	-13	0	12	14
O=C(Cc1cccs1)N/N=C/C=C/c1ccccc1	9	2	-11	8	0	-3	4	-4	11	2	-14
CC(=O)Nc1ccccc1C(=O)C(=O)Nc1cccc(C(=O)NCc2ccccc2)c1	-4	-1	0	1	4	10	-4	-1	-4	-14	-4
CC(CNS(=O)(=O)c1ccc2c(c1)CC(=O)N2C)c1ccccc1 (centres undefined)	-14	4	-15	10	6	-6	-8	-6	-3	4	4
CCCN(C(=O)COC(=O)CCOc1ccccc1C)c1c(N)n(Cc2ccccc2)c(=O)[nH]c1=O	-7	-1	-1	-2	-4	-1	-1	0	-9	-12	15
Cc1noc(C)c1COc1ccc(CC(=O)NCCc2ccccc2)cc1	-4	7	-8	2	1	-7	-2	-6	-7	-4	2
COC(=O)c1sc(-c2ccc(C(C)(C)C)cc2)cc1NC(=O)COCC(=O)O	-2	5	-17	6	-53	0	14	-19	-30	-5	-34
COc1cccc2[nH]c(C(=O)NCc3ccccc3)cc12	-9	5	25	15	-8	12	22	-3	6	2	10
CCc1ccccc1NC(=O)c1cc([N+](=O)[O-])ccc1N1CCOCC1	8	3	2	-13	-4	1	-5	-17	16	-4	5
O=C(c1ccco1)N1CCN(C(=O)c2[nH]ncc2[N+](=O)[O-])CC1	15	5	8	5	22	23	-15	0	-2	8	16
COc1ccc2c(c1)CCCN2S(=O)(=O)c1ccc(Cl)cc1	15	7	-10	15	7	-15	11	-1	-6	-7	-4
CC(=O)N1CCN(C(=O)c2ccc(NS(=O)(=O)c3ccc4c(c3)OCCO4)cc2)CC1	-9	3	-6	6	-5	12	17	-15	6	2	-6
COc1ccc2c(c1)CCCC2=O	-7	-2	13	11	2	-1	-7	4	0	-6	-6
COc1ccccc1-c1nnc(SCC(=O)N2CCCC2)o1	7	-10	-13	-5	-51	41	-15	-12	-7	-3	-8
COc1cc(/C=C2\SC(=O)N(Cc3ccc(F)cc3)C2=O)cc([N+](=O)[O-])c1O	6	0	-5	26	2	43	22	11	-24	-12	14
CCNc1nc(N)nc(Oc2ccc(OCc3ccccc3)nn2)n1	3	-1	13	3	9	8	-2	15	4	-5	19
Cc1ccc(SCC(=O)NCCN2C(=O)CSC2=O)c(C)c1	10	3	-15	-16	-2	-2	14	7	8	6	4
O=S(=O)(Cc1nnnn1-c1ccc(Br)cc1)c1ccc(F)cc1	8	4	18	-12	-1	-6	-4	-8	11	-12	-7
CCCCSc1cc(C)nc(N)n1	16	-12	-28	11	-30	-6	-34	-5	-24	-2	-39
Cc1ccc(S(=O)(=O)c2nnn3c2nc(N2CCOCC2)c2ccccc23)c(C)c1	15	-8	17	18	-1	-15	-13	9	-12	-5	-70
COc1ccc(OC)c(NC(=O)CS(=O)(=O)Cc2ccccc2)c1	-25	3	4	4	-15	3	14	11	-6	-13	-9

3 entries from above, arranged by the number in SRC1 inh, ascending.
| SMILES | EBV LMP1 NFkB | SRC2 inh | CF NFkB block | SRC1 inh | TWEAK-Fn14 inh | NR2F2 inh | NR5A2 inv ag | NCOA3 inh |
| --- | --- | --- | --- | --- | --- | --- | --- | --- |
| COc1cccc2[nH]c(C(=O)NCc3ccccc3)cc12 | 5 | 25 | 15 | -8 | 12 | -3 | 6 | 10 |
| CCCN(C(=O)COC(=O)CCOc1ccccc1C)c1c(N)n(Cc2ccccc2)c(=O)[nH]c1=O | -1 | -1 | -2 | -4 | -1 | 0 | -9 | 15 |
| O=C(c1ccco1)N1CCN(C(=O)c2[nH]ncc2[N+](=O)[O-])CC1 | 5 | 8 | 5 | 22 | 23 | 0 | -2 | 16 |

Further entries follow.
SMILES	C8 TRAIL sens	EBV LMP1 NFkB	SRC2 inh	CF NFkB block	SRC1 inh	TWEAK-Fn14 inh	TROY signal inh	NR2F2 inh	NR5A2 inv ag	KKLEB cytotox	NCOA3 inh
CC(=O)C1=C(C)NC(SCC(=O)c2ccc(Cl)cc2Cl)=C(C#N)C1c1ccco1 (centres undefined)	-5	5	-13	8	-10	11	3	1	10	-2	7
CCN1c2ccccc2NC2N=C(OC)C(c3ccccc3)C21 (centres undefined)	37	-10	·	5	-7	3	-7	·	32	-5	10
C=CCNC(=O)C1CCN(c2ccc(S(=O)(=O)N3CCOCC3)cc2[N+](=O)[O-])CC1	1	-22	11	-2	-7	8	15	17	-6	9	-17
COC(=O)/C=C/c1ccc(-n2cncn2)cc1	-1	-6	-42	-3	-15	-1	-15	-14	-17	-1	5
Cc1ccc(NC(=O)C2(NC(=O)c3ccccn3)CCCCC2)cc1Br	-7	-4	-16	-7	4	2	-7	2	7	12	10

Screens deposited in PubChem BioAssay by several laboratories.
